Assay outcomes from PubChem BioAssay.
D2 agonist = HTS Assay for Allosteric Agonists of the Human D2 Dopamine Receptor: Primary Screen for Agonists; actives 0.53% (n = 340,000); HEK293 T-REx D2 cells, calcium flux agonist mode; activation, % at 2 µM; D(2) dopamine receptor (Homo sapiens), P14416; AID 485358, 2010;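 active = activation over 3 SD above normal in the single-dose calcium agonist read, cut at about 30% in these data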; note: 0% is about no effect
Target sequence (P14416 whole entry, looked up): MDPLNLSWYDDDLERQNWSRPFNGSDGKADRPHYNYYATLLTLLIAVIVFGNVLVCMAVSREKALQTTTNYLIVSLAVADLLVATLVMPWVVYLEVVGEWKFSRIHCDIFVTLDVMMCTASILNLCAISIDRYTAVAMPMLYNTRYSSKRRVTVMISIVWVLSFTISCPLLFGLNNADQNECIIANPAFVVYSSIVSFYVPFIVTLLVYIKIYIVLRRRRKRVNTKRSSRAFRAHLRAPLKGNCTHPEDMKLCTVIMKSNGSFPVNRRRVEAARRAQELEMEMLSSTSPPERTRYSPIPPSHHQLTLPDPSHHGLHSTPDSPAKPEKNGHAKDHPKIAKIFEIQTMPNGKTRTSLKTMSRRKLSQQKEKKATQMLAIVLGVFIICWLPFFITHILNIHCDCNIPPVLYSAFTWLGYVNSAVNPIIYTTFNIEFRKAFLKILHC
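HEK293 Trex D2 cells, tetracycline-induced, o/n 30 C 5% CO2; no-wash Ca dye, RT 30–90 min; 10-cycle baseline, 23 nl cpd added, kinetic Ca read 180 s; agonist hits = positive Ca response.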
RXFP1 ag = qHTS Assay for Agonists of the Relaxin Receptor RXFP1. Relaxin receptor 1 (Homo sapiens), Q9HBX9. HEK293T-RXFP1 cAMP TR-FRET, 30 min; response scale: percent of porcine relaxin response, buffer zero. Potency, µM (top dose mostly 57.5 µM), for inactives: at the top dose activation, actives largely listed as activators. actives 0.3% (n = 370,000). AID 2676, 2010; active = well fitted activation curve with a large enough effect; note: potency is the fitted concentration of half-maximal effect; % is set by controls: 0 for no effect and ±100 for the full control effect; nearly all actives have a fitted effect of over 60% in size; many of its hits are not listed in these tables
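cAMP rise read by TR-FRET after 30 min, 37C compound exposure (up to 58 uM) in RXFP1-transfected HEK293 cells with Ro 20174 present. EC50 from Hill-equation fits, with 29 nM porcine relaxin as 100% and buffer as basal.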
D2 potentiator = HTS Assay for Positive Allosteric Modulators of the Human D2 Dopamine Receptor: Primary Screen for Potentiators. potentiation, % at 10 µM. D(2) dopamine receptor (Homo sapiens), P14416. HEK293 T-REx D2, calcium flux, EC20 dopamine potentiation. actives 0.34% (n = 340,000);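 active = potentiation over 3 SD above the plate norm, cut at about 30% in these data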; note: 0% is about no effect
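Tetracycline-induced HEK293 T-REx cells force-coupled to calcium signalling expressed D2; compounds were pin-added after a 10 s baseline, read kinetically 180 s, then an EC20 dopamine challenge followed with a further 180 s calcium read.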
D1 antagonist = Antagonist of Human D 1 Dopamine Receptor: qHTS | D(1A) dopamine receptor (Homo sapiens), P21728 | HEK293 TREx D1 cells, calcium flux, dopamine EC80; hits give low values | activity change, negative = inhibition, % at 10 µM | actives 3.2% (n = 360,000); in the data active = activity change below about -30%; note: % is set by controls: 0 for no effect and ±100 for the full control effect
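Tetracycline-induced HEK293 Trex D1 cells, force-coupled to calcium, dye-loaded; compounds added and read 180 s, then EC80 dopamine added and calcium flux tracked kinetically another 180 s.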
D2 antag = HTS Assay for Allosteric Antagonists of the Human D2 Dopamine Receptor: Primary Screen for Antagonists; HEK293 TREx D2 cells, calcium flux, dopamine EC80; inhibition, % at 10 µM; actives 2% (n = 340,000); in the data active = inhibition above about 30%; note: 0% is about no effect
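Inhibition of EC80 dopamine-driven calcium flux, recorded kinetically, defines activity here; cells are a tetracycline-induced HEK293 T-REx line expressing force-coupled D2.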
D1 PAM = Potentiators of Human D1 Dopamine Receptor: qHTS; HEK293 TREx D1 cells, calcium flux, dopamine EC20 potentiation; potentiation, % at 10 µM; actives 0.036% (n = 360,000); AID 504651, 2011; in the data active = potentiation above about 30%; note: 0% is about no effect
D1 agonist = Allosteric Agonists of the Human D1 Dopamine Receptor: qHTS | activation, % at 2 µM | actives 1% (n = 360,000) | AID 504660, 2011 | HEK293 T-REx D1 cells, calcium flux, agonist mode; in the data active = activation above about 30%; note: 0% is about no effect
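Inducible HEK293 T-REx D1 cells, force-coupled to calcium signalling, were plated at 4000 cells/well with tetracycline and held overnight at 30 C. After no-wash calcium dye loading, compound-evoked calcium rise over 180 s flagged agonists.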
RXFP1 antag = qHTS Assay for Antagonists of the Relaxin Receptor RXFP1. actives 0.59% (n = 350,000). AID 1259400, 2018. HEK293-RXFP1, relaxin-stimulated cAMP HTRF, 30 min; hits give low values. activity change, negative = inhibition, % at 57.5 µM;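 active = activity change of -60% or lower, but not beyond a set lower limit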; note: % is set by controls: 0 for no effect and ±100 for the full control effect
TRHR PAM = qHTS for Small Molecule Agonists and Allosteric Enhancers of Human TRH Receptor: Primary Screen for Enhancers. Thyrotropin-releasing hormone receptor (Homo sapiens), P34981. enhancement, % at 2 µM. actives 0.66% (n = 360,000). AID 493056, 2011. TRHR cells, fluo-8 calcium fluorescence, EC20 TRH enhancement; in the data active = enhancement above about 30%; note: 0% is about no effect
Target sequence (P34981 whole entry, looked up): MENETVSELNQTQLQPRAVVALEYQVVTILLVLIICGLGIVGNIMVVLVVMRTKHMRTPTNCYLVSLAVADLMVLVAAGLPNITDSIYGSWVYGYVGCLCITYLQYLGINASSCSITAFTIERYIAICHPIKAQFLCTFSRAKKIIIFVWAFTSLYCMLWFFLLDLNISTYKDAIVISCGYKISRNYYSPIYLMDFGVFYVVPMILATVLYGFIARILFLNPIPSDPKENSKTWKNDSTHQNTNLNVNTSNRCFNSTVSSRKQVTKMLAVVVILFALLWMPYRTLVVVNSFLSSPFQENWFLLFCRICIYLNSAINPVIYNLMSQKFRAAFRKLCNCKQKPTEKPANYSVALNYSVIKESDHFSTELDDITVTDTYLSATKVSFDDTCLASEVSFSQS
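Enhancer read-out: after compound pinning and an initial kinetic agonist-mode read, an EC20 of TRH (10 nM final) was injected and fluo-8 calcium signal (Ex 480/Em 530) followed at 1 s/cycle for 100 cycles in TRHR-expressing cells.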
* = called active by the depositor; . = not tested or not shown; & = joins results of further samples.

SMILES	D2 agonist	RXFP1 ag	D2 potentiator	D1 antagonist	D2 antag	D1 PAM	D1 agonist	RXFP1 antag	TRHR PAM
COC(=O)c1ccc(COC(=O)c2cccn2C)o1	-1.7	1.6%	12	-4	-11	-5	7	-12	4
CCS(=O)(=O)N1CCCC(C(=O)NCCCN(C)Cc2ccccc2)C1 (configuration not stated)	0.3	0.9%	-6	2	-11	3	1	-3	-1
Cc1ccc(NC(=O)CCNC(=O)Cn2ccc3ccccc3c2=O)cc1F	-0.5	22%	14	7	17	-3	3	-8	4
COc1cc([N+](=O)[O-])ccc1NC(=O)CC(C)C	0.5	1.8%	7	-16	-12	-5	3	.	2
CCc1ccc(CNc2ncc(-c3cccc(OC)c3)n2C)cc1	-0.5	-1.5%	-25	15	.	-3	13	-3	-1
Cc1ccc(NC(=O)COC(=O)CCc2ccc(S(=O)(=O)N3CCOCC3)cc2)c(C)c1	1.7	1.8%	1	-2	-1	-7	8	-8	-9
COCCSc1ccccc1C(=O)N1CCN(Cc2ccc3c(c2)OCO3)CC1	4.2	-1.1%	-4	-8	3	-1	2	-4	1
CCOc1ccc(Nc2cc(C)nc3c(C)cccc23)cc1	0.1	1.9%	-2	-2	-5	0	1	-4	1
CCOC(=O)c1ccccc1Nc1nc2ccc(C)cc2n2nnnc12	-0.8	2.5%	25	16	.	-1	0	1	-3
O=C(c1ccccc1)c1cccn1CC(=O)N1CCCCCC1	0.0	-0.5%	0	30	-19	0	-1	-15	-10
CC(NC(=O)CSc1nnc(COc2ccccc2)o1)c1ccccc1 (configuration not stated)	-0.2	1.2%	4	-11	6	-5	2	2	-11
CCOc1ccccc1CNC(=O)C1CCCN(c2nnc(C)c3c(C)n(-c4ccccc4)nc23)C1 (configuration not stated)	1.9&1.0	0.3%&9.9%	-5&-2	2&-1	18	-7&1	2&3	-18&-25	-2&-4
Oc1ccc(-c2n[nH]c(=S)n2Cc2ccccc2)cc1	0.0	5.0%	5	-2	14	-1	2	-7	-2
Cc1ccc(C(=O)NC(=S)N2CC(C)OC(C)C2)cc1[N+](=O)[O-] (configuration not stated)	0.6	3.1%	3	11	-1	-3	0	9	-5
Cc1cccc(C)c1NCc1nnc(SCC(=O)Nc2nc(-c3ccccc3)cs2)n1-c1ccccc1	-0.1	0.8%	-4	-4	3	-8	1	-5	-12
COc1ccc(CC(NC(C)=O)C(=O)NC2CCN(C(=O)c3cnccn3)CC2)cc1 (configuration not stated)	-0.7	-4.9%	6	2	1	-8	3	-2	-2
CCC(=O)N1CCc2cc(S(=O)(=O)CCC(=O)N3CCN(c4cccc(C)c4)C(C)C3)ccc21 (configuration not stated)	0.7	2.3%	-3	-18	.	0	2	.	4
CC(=O)Nc1ccc2nc(-c3ccc(Br)o3)[nH]c2c1	0.9	0.2%	-13	29	-5	-4	2	-14	-6
CC(NC(=O)C1CCCN1C(=O)OCc1ccccc1)c1ccccc1 (configuration not stated)	0.0	0.2%	-6	3	10	-3	0	-7	-1
COc1ccc(CNC(=O)c2c[nH]c3c(OC)cc(OC)cc3c2=O)cc1	-0.5	0.5%	3	5	-3	-5	3	0	1
CC1(C)Cc2c(cnn2-c2ccc(F)cc2)C(NC(=O)CCN2CCCCO2)C1 (configuration not stated)	-0.3	-0.5%	-1	4	3	1	4	-8	37*
O=C(c1cnccn1)N1CCc2ccccc21	-0.3	0.4%	-1	5	-4	-2	0	1	6
Cc1nnc(SCC(=O)c2ccc(Cl)cc2)s1	-0.2	4.8%	-7	-10	-2	1	4	7	0
O=C(Nc1ccc(Cl)c(Cl)c1)c1ccccc1NC(=O)C1CC=CCC1C(=O)O (configuration not stated)	.	0.4%	.	-2	.	-2	4	-7	-6
Cc1cc(NC(=O)Nc2ccc(F)cc2)no1	0.1	-1.3%	40*	-9	-3	-7	5	-2	7
COc1ccc(C2/C=C\CN(C(=O)Nc3ccccc3-c3ccccc3)CC(=O)N2Cc2ccc(F)cc2)cc1 (configuration not stated)	1.3	-1.8%	0	27	-13	3	8	.	-7
CCOC(=O)C1CCN(C2=NC(=O)/C(=C/c3ccc(OC)c(OC)c3)S2)CC1	-0.4	0.1%	-1	12	6	4	-1	7	6
CCOc1ccc(OCCSc2nc(-c3ccccc3)cc(=O)[nH]2)cc1	3.0	1.1%	14	-22	-13	-2	3	-19	6
Cc1ccccc1NC(=O)NCCN1C(=O)C2C3C=CC(C3)C2C1=O (configuration not stated)	0.8	0.0%	2	10	-12	-4	0	9	4
CCN(CC)C(=O)c1[nH]cnc1C(=O)N[C@@H](CC(C)C)C(=O)OC(C)(C)C	-0.2	5.4%	-11	3	-6	-3	-4	.	0
Cc1ccc(C(=O)OC(C)C(=O)NC2CCCCC2C)s1 (configuration not stated)	-0.3	0.4%	-11	3	-43	.	3	3	4
COC(=O)c1nn(C23CC4CC(CC(C4)C2)C3)c2c1C(=O)N(c1ccc(F)cc1)C2=O	-0.4	2.8%	5	8	-14	-3	0	7	4
Cn1ccc2cc(S(=O)(=O)N3CCCC(C(=O)NCc4ccccc4)C3)ccc21 (configuration not stated)	0.2	-2.2%	.	-18	.	0	1	-3	2
CCOc1ccc(C(=O)CCC(=O)Nc2ccccc2C)cc1	0.1	1.1%	8	-3	-25	-1	1	1	2
O=C(O)c1cccc(NC(=O)c2cccc(S(=O)(=O)N3CCc4ccccc43)c2)c1	0.1	2.7%	0	-2	-14	-2	2	-6	1
COc1ccc(C2C(C(=O)Nc3cccnc3)=C(C)Nc3nc(-c4ccccc4)nn32)cc1OC (configuration not stated)	-0.2	-0.5%	-5	-10	.	-2	-1	.	4
CC1=C(C(=O)Nc2cccnc2)C(c2cccc(O)c2)n2nc(SCc3ccccc3)nc2N1 (configuration not stated)	-0.6	1.1%	7	-2	.	-5	1	3	-6
CN=C(Nc1cccc(OC)c1)SC1CC(=O)N(c2ccc(C(=O)O)cc2)C1=O (configuration not stated)	-1.4	0.3%	9	1	4	7	0	.	23
CCn1c(CCNC(=O)c2ccc(Cl)c(Cl)c2)nnc1SCCOc1ccc(OC)cc1	1.0	3.7%	-11	19	17	-5	3	-7	-9
CC(=O)Nc1ccc(CN2CCN(C3CCCC3)C(CCO)C2)cc1 (configuration not stated)	-1.0	-1.0%	-5	-5	-6	5	0	-9	7

Some of these compounds in order of the D1 antagonist value, ascending.
Molecule | RXFP1 ag | D2 potentiator | D1 antagonist | D2 antag | D1 PAM | D1 agonist | RXFP1 antag | TRHR PAM
Cn1ccc2cc(S(=O)(=O)N3CCCC(C(=O)NCc4ccccc4)C3)ccc21 (configuration not stated) | -2.2% | . | -18 | . | 0 | 1 | -3 | 2
CC(=O)Nc1ccc(CN2CCN(C3CCCC3)C(CCO)C2)cc1 (configuration not stated) | -1.0% | -5 | -5 | -6 | 5 | 0 | -9 | 7
O=C(O)c1cccc(NC(=O)c2cccc(S(=O)(=O)N3CCc4ccccc43)c2)c1 | 2.7% | 0 | -2 | -14 | -2 | 2 | -6 | 1
Cc1ccc(C(=O)OC(C)C(=O)NC2CCCCC2C)s1 (configuration not stated) | 0.4% | -11 | 3 | -43 | . | 3 | 3 | 4

Additional structures follow.
SMILES	D2 agonist	RXFP1 ag	D2 potentiator	D1 antagonist	D2 antag	D1 PAM	D1 agonist	RXFP1 antag	TRHR PAM
O=C(Cn1c(=O)n(-c2ccccc2)c(=O)c2ccc(C(=O)NCc3ccc4c(c3)OCO4)cc21)Nc1ccc(F)c(Cl)c1	-0.8	-0.8%	.	-4	.	1	2	.	-8
Cc1ccc(-n2nc3c(=O)n(CCCC(=O)N4CCC(C(N)=O)CC4)nc(C)c3c2C)cc1	-0.1	10%	-6	8	10	-2	2	-1	1
COC1=CCC2([N+](=O)[O-])CN(CC(=O)O)CC1([N+](=O)[O-])C2 (configuration not stated)	1.3	3.5%	-6	7	-15	2	0	.	1
COc1cc(C(=O)N2CCN(Cc3ccc4c(c3)OCO4)CC2)cc(OC)c1OC	-1.2	2.4%	-4	-19	0	-7	3	-10	-1
CCN1C(=S)N[C@@H](c2cccs2)C(C(=O)OC)=C1C	0.7	1.4%&-0.3%	-7	-18&1	2	-11&-2	0&2	.	7&5
COCCNC(=O)Cn1c(=O)n(CCCCCC(=O)Nc2ccccc2)c(=O)c2sccc21	-0.3&-0.4	3.0%&-0.8%	-5&15	-3&4	-5	3&-1	-1&3	-5&6	-6&15
Cc1nn(C)c(C)c1CNC(=O)c1nn2c(c1Cl)NC(c1cccs1)CC2C(F)(F)F (configuration not stated)	1.4	-0.4%	5	-12	19	-4	3	-20	5
CCc1noc(C)c1C(=O)Nc1nc(-c2ccc(F)cc2)c(C)s1	-1.0	0.3%	-1	-12	5	-10	1	-16	-7
O=C(COc1ccccc1Cc1ccccc1)Nc1cccnc1	0.9	2.0%	-2	-19	-1	0	6	-2	5
Cc1ccc(OCc2nc3ccccc3n2Cc2ccccc2Cl)cc1	3.2	1.5%	-8	-2	.	-5	25	.	-5
Cc1ccc(C)c(NC(=O)Cn2c(=O)oc3cc(S(=O)(=O)NCc4ccccc4)ccc32)c1	-0.1	3.1%	-2	-27	.	1	-1	.	-7
CCC(CC)C(=O)NCCc1cc2c(C)ccc(C)c2[nH]c1=O	0.3	5.0%	10	-20	-4	0	10	.	3
CCCCCCCC1(C)NC(=O)N(CC(=O)Nc2cc(C)on2)C1=O (configuration not stated)	-0.6	-0.9%	-1	8	2	-2	3	0	-2
Cc1ccc(NC(=O)COc2ccc(/C=C3/SC(=Nc4ccccc4)N(Cc4cccnc4)C3=O)cc2)cc1	0.2	-0.3%	20	2	-11	0	11	-4	18
CCN(CC)S(=O)(=O)c1ccc(Cl)c(NC(=O)COC(=O)/C=C/c2cc(OC)c(OC)c(OC)c2)c1	.	0.6%	.	23	.	-4	3	-20	3
COc1ccc2[nH]cc(CCNC(=O)Nc3cccc(F)c3)c2c1	-0.8	-0.1%	-5	-22	.	-3	20	-7	2
COc1ccc(CN2C(=O)c3oc4ccccc4c(=O)c3C2c2ccc(O)c(OC)c2)cc1 (configuration not stated)	-1.0&0.7	3.5%&-0.8%	-2&-1	0&2	8	-4&1	1&1	-5&-7	-2&-6
COc1cc(Br)cc(/C=N/N(CCO)C2=NS(=O)(=O)c3ccccc32)c1OC	-1.6	0.4%	-26	8	38*	-13	3	33	1

An excerpt (hit frequency here may not be typical).
